IkB sig inh: IkB pathway inhibition in ABC-DLBCL cells; ABC-DLBCL IkBa-CBG/CBR dual luciferase ratio, 4 h; response scale: scaled: untreated 0%, proteasome inhibitor 100%; Potency, µM (top dose mostly 57.1 µM), for inactives: at the highest dose IkBa stabilization activation; actives 0.04% (n = 110,000); AID 445; active = well fitted curve in the direction sought with a large enough effect in the signal ratio, not every such curve was filed as active; inconclusive = small, poorly fitted or top-dose-only effect, or a change in a side signal; the % refers to the signal ratio;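 note: the direction sought is a rising ratio; 0% = basal untreated cells and 100% = reference inhibitor full response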
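In this assay, an IκBα–CBG68 fusion accumulates when IKK-driven degradation is blocked; native CBR normalizes for cell number. OCI-Ly3 cells were treated 4 h with compound and doxycycline, then green and red light read after Chroma-Glo addition.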
Peg3 imprint: induces erasure of genomic imprints in mouse ES cells; actives 0.02% (n = 110,000); AID 1948; Potency, µM (top dose mostly 60.7 µM), without a hit: top-dose activity change, positive = activation, most hits filed as activators; mouse ES Peg3-LacZ reporter, beta-gal luminescence, 40 h;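 note: 0% = negative control wells on the plate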
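Each well holds 300 Peg3LacZ-Neo (maternal) female ES cells incubated 40 h at 37C, 5% CO2. LacZ is measured by BetaGlo luminescence, with AC50 and maximum efficacy derived from dose-response curves.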
p53ts 39C kill: kills p53ts cells at the nonpermissive temperature; H1299-p53A138V viability at 39C, ATP luminescence, 24 h; Potency, µM (top dose mostly 46.1 µM), for inactives: top-dose activity change, negative = cell killing, hits mostly cytotoxic; actives 1.5% (n = 130,000); AID 902; note: nearly all actives have a fitted effect of over 55% in size
p53ts 32C kill: p53ts cell cytotoxicity, permissive temperature; Potency, µM (titrated, usually from 46.1 µM), for the others: top-dose activity change, negative = cytotoxicity, hits mostly cytotoxic; actives 0.93% (n = 130,000); AID 924; H1299-p53A138V at 32C, ATP luminescence viability, 24 h;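 note: 0% = DMSO and -100% = full killing by reference compound; nearly all actives have a fitted effect of over 55% in size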
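Cells: H1299 p53ts (A138V), 600/well, pre-incubated 16–30 h at 37C. Cpd up to 46 uM, 24 h, 32C. Readout: ATPlite luminescence, 20 min RT. Normalization: DMSO vs tamoxifen 100 uM. AC50 by Hill equation.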
* = called active by the depositor; ? = inconclusive; . = no result given; [ ] = dose if it differs, or a comment. Unless noted, calls come from the whole dose curve; as a rule, active = well fitted curve in the direction sought with a large enough effect; inconclusive = small, poorly fitted or top-dose-only effect, or another doubt; inactive = no such curve, though single readings can be large; an effect the other way counts as inactive or inconclusive. Unless noted, % is set by controls: 0 for no effect and ±100 for the full control effect; potency is the fitted concentration of half-maximal effect.

# | smiles | IkB sig inh | Peg3 imprint | p53ts 39C kill | p53ts 32C kill
1 | COc1ccc(CCN(C(=O)c2ccc(F)cc2)C2=CC3CCC(C2)N3C)cc1OC (centres undefined) | 1.3% | -7% | -9% | -11%
2 | c1ccc(-c2nnc(-c3ccco3)n2-c2ccccc2)cc1 | -0.6% | -5% | -5% | 3%
3 | COc1ccc(-c2noc(C3CC(=O)N(c4ccccc4)C3)n2)c(OC)c1 (centres undefined) | -1.0% | -18%[10.9 µM] | ? | 7%
4 | O=C(CNC(=O)c1ccc(Cl)cc1)NCCCn1ccnc1 | 2.0% | -4% | -6% | 4%
5 | CC(C)(C)c1ccc(C(=O)Nc2ccc(OCc3cc(=O)n4ccsc4n3)cc2)cc1 | ? | -16%[10.9 µM] | 9% | -3%
6 | COc1ccc(Nc2c3c(nc4ccccc24)CCC3)cc1Cl | ? | -15%[10.9 µM] | ? | ?
7 | COc1ccc(COC(=O)c2ccc(N3CCCC3=O)cc2)cc1F | 1.2% | 2% | -17% | -2%
8 | COc1cccc(NS(=O)(=O)c2ccc3[nH]cc(C(=O)NCCCOC(C)C)c(=O)c3c2)c1 | 0.3% | -16% | -12% | -20%

2 entries from above, with each value named:
[3] COc1ccc(-c2noc(C3CC(=O)N(c4ccccc4)C3)n2)c(OC)c1 (centres undefined)
  IkB sig inh: -1.0% | Peg3 imprint: -18%[10.9 µM] | p53ts 39C kill: ? | p53ts 32C kill: 7%

[4] O=C(CNC(=O)c1ccc(Cl)cc1)NCCCn1ccnc1
  IkB sig inh: 2.0% | Peg3 imprint: -4% | p53ts 39C kill: -6% | p53ts 32C kill: 4%

The results go on.
# | smiles | IkB sig inh | Peg3 imprint | p53ts 39C kill | p53ts 32C kill
9 | COc1ccc(OCC(O)CNc2ccc(Br)cc2)cc1 (centres undefined) | ? | -4% | -19% | -1%
10 | CC(C)n1c(SCc2ccccc2F)nc2c1c(=O)n(C)c(=O)n2C | ? | 20% | -1% | -5%
11 | COC(=O)c1sc(N)c(C(=O)OC)c1CSc1nc2sc3c(c2c(=O)n1C)CCC3 | -1.0% | -5% | 52%[activator] | -5%
12 | O=C(N1CCN(c2ccccc2)CC1)C(F)(F)C(F)F | -2.0% | 7% | 3% | -9%
13 | COc1ccc(-c2onc(C)c2C)cc1S(=O)(=O)N1c2ccccc2CC1C (centres undefined) | ? | -7%[10.9 µM] | -5% | 5%
14 | C#CCN1C(=O)C(O)(CC(=O)c2ccc3c(c2)OCCO3)c2ccccc21 (centres undefined) | 2.9% | -16% | -10% | 1%
15 | CC(C)C(=O)Nc1nnc(S(=O)(=O)N2CCCCCC2)s1 | -1.5% | -21%[10.9 µM] | 5% | -1%
16 | COc1ccc(OCc2nnc3n2N=C(c2ccc(C)cc2)CS3)cc1 | ? | -10% | -5% | -3%

Part of the list above, reduced to p53ts 39C kill, IkB sig inh and p53ts 32C kill.
item	SMILES	p53ts 39C kill	IkB sig inh	p53ts 32C kill
12	O=C(N1CCN(c2ccccc2)CC1)C(F)(F)C(F)F	3%	-2.0%	-9%
13	COc1ccc(-c2onc(C)c2C)cc1S(=O)(=O)N1c2ccccc2CC1C (centres undefined)	-5%	?	5%

(more compounds)
# | smiles | IkB sig inh | Peg3 imprint | p53ts 39C kill | p53ts 32C kill
17 | CC1C(=O)OC2C(O)C34C5CC(C(C)(C)C)C36C(OC(=O)C6O)OC4(C(=O)O5)C12O (centres undefined) | 0.6% | 2% | 2% | 3%
18 | COc1ccccc1OC(C)C(=O)Nc1cccc(-c2nc3ccccc3s2)c1 (centres undefined) | ? | -27%[10.9 µM] | -7% | -13%
19 | CCC(C)[C@H](NC(=O)NC1CC1)C(=O)O (some centres undefined) | 0.7% | -4% | 3% | 4%
20 | Cc1nc(-c2ccccc2O)n(S(=O)(=O)N(C)C)n1 | 0.2% | -8% | 10% | -6%
21 | CC(=O)c1cccc(NC(=O)CN(Cc2ccccc2)S(C)(=O)=O)c1 | 3.0% | 6% | 0% | 11%
22 | COc1ccc(C(C(C(=O)c2ccco2)N2CCOCC2)N2CCOCC2)cc1 (centres undefined) | -1.3% | 19% | -13% | -5%
23 | COc1ccc(NC(=O)CSc2nccc(C)n2)cc1 | -2.7% | -38%[inhibitor] | 5% | 5%
24 | COC(=O)c1sc(N)c(C(=O)OC)c1COC(=O)C1CC(=O)N(Cc2ccco2)C1 (centres undefined) | 0.6% | -8% | -16% | 11%

Additional compounds:
# | smiles | IkB sig inh | Peg3 imprint | p53ts 39C kill | p53ts 32C kill
25 | Cc1cccc(CNC(=O)CCCn2c(=O)c3cccn3c3ccc(F)cc32)c1 | -0.8% | 19%[10.9 µM] | -8% | 14%
26 | CCCOc1ccc(-c2nc(N3CCCCC3)c3ccccc3n2)cc1 | 3.7% | -12%[10.9 µM] | 26% | 2%
27 | NC(=O)c1cc2n(n1)C(C(F)(F)F)CC(c1ccco1)N2 (centres undefined) | -0.1% | 0% | 6% | 7%
28 | COc1cccc(CNC(=O)N2CCc3c(sc4c3CCCC4)C2c2ccc(F)cc2)c1 (centres undefined) | ? | -15%[10.9 µM] | 6% | 8%
29 | COc1cccc(C2CC(c3ccc(Cl)cc3Cl)n3nc(N)nc3N2)c1 (centres undefined) | 0.6% | -9% | -2% | 11%
30 | COCCn1c(=O)c(-c2ccc(OC)cc2)nc2cnc(N3CCNCC3)nc21 | -0.9%[11.4 µM] | . | -22% | -17%
31 | CCN(CC)S(=O)(=O)c1ccc2c(c1)N(CC(=O)Nc1cccc(C(C)=O)c1)C(=O)CO2 | ? | 23%[10.9 µM] | 7% | -1%
32 | Cc1nc(=S)n(-c2ccccc2)[nH]1 | 11% | . | 4% | -13%

New compounds follow.
# | smiles | IkB sig inh | Peg3 imprint | p53ts 39C kill | p53ts 32C kill
33 | Cn1nccc1C(=O)c1ccc(Cl)cc1 | -1.1% | . | -11% | -1%
34 | CCCCOc1ccc(C(=O)Nc2nnc3n2CCS3)cc1 | ? | -8%[10.9 µM] | ? | 1%
35 | COc1ccc(-c2cc(C)no2)cc1S(=O)(=O)N1CCN(c2ccccc2F)CC1 | ? | -10%[10.9 µM] | -6% | -1%
36 | CCOc1ccc(NC(=O)CN2CCN(CC(=O)Nc3cccc(F)c3)CC2)cc1 | -0.5% | -2% | -5% | -2%
37 | COc1ccc(/C=C/C(=O)c2cc(O)ccc2O)cc1 | . | -25% | -20% | 26%
38 | O=C(c1noc2c1CCCC2)N1CCN(c2ccccc2)CC1 | 2.4% | -6% | -11% | 0%
39 | CCC(Oc1ccccc1F)C(=O)Nc1c(C(=O)c2ccccc2)oc2ccccc12 (centres undefined) | -2.8% | -10%[10.9 µM] | -6% | 0%
40 | CCOC(=O)c1ccc(NC(=O)c2nsc3ccccc23)cc1 | ? | -47%[inhibitor][10.9 µM] | 13µM* | ?

Following part:
# | smiles | IkB sig inh | Peg3 imprint | p53ts 39C kill | p53ts 32C kill
41 | CCC1CCCCN1S(=O)(=O)c1cc2c(cc1C)NC(=O)CO2 (centres undefined) | -2.4% | -8%[10.9 µM] | -23% | 3%
42 | COc1ccc(NC(=O)C(=O)NCCc2csc(-c3ccc(Cl)cc3)n2)cc1 | 1.7% | -11%[10.9 µM] | 30%[activator] | 11%
43 | CSc1nc(C)cc(Nc2ccc(O)c(CN3CCCCC3)c2)n1 | -0.5%[11.4 µM] | -11%[10.9 µM] | 9%[9.22 µM] | 2%[9.22 µM]
44 | O=C(O)C1(Nc2ccc(Cl)cc2)CCCC1 | 0.0%[11.4 µM] | 6%[10.9 µM] | 7%[9.22 µM] | 6%[9.22 µM]
45 | O=C(COc1ccccc1)N1CCN(c2ncnc3c2cnn3-c2ccccc2)CC1 | ? | -17% | 5% | 0%
46 | CCOc1ccc(C(=O)c2cn(CC(=O)Nc3ccc(OC)cc3)c3cc4c(cc3c2=O)OCO4)cc1 | 0.3% | -2%[10.9 µM] | 1% | -2%
47 | C[C@H](C(=O)O)c1n[nH]c(=O)c2ccccc12 | 0.6% | -4% | 8% | 6%
48 | Cc1cccc(NC(=O)c2c(C)oc3ncnc(N4CCCCC4)c23)c1C | 0.3% | -8%[10.9 µM] | -4% | 5%

Further structures follow.
# | smiles | IkB sig inh | Peg3 imprint | p53ts 39C kill | p53ts 32C kill
49 | Clc1ccccc1-c1nccc(NCCN2CCOCC2)n1 | -0.3%[11.4 µM] | -13% | -13% | -1%
50 | c1ccc2c(Cn3ccnc3)c[nH]c2c1 | 1.5% | -2% | -5% | 2%
51 | Cc1c(C)c2c(c(C)c1O)CCC(C)(CCCC(C)CCCC(C)CCCC(C)C)O2 (centres undefined) | . | 0% | -4% | 10%
52 | COCC(=O)N1CCC2(CC1)CN(C(=O)Nc1ccc(OC)cc1)C2 | -0.9%[11.4 µM] | . | -3% | 6%
53 | CCC(Cn1nnc2ccccc2c1=O)NC(=O)Nc1ccc(C)c(C)c1 (centres undefined) | 1.8% | -13%[10.9 µM] | -8% | -4%
54 | Cc1ccc(S(=O)(=O)N2CCN(CC(=O)N/N=C/c3ccc(Br)s3)CC2)cc1 | . | . | -3% | 2%
55 | N#CCCCSc1ncccc1-c1nc2ccccc2[nH]1 | ? | -29% | 6% | -1%
56 | O=C(NC1CCCC1)C(c1ccncc1)N(Cc1cccs1)C(=O)c1csnn1 (centres undefined) | 0.1% | -15% | 1% | 3%

Further compounds follow.
# | smiles | IkB sig inh | Peg3 imprint | p53ts 39C kill | p53ts 32C kill
57 | Fc1ccc(CN(C2=NCCN2)c2c(Cl)cccc2Cl)cc1 | -4.0% | -18% | ? | 18%
58 | CCOc1ccc(NC(=O)C2CCN(c3nnc(C)c4c(C)n(-c5ccccc5)nc34)CC2)cc1 | -4.4% | -5%[10.9 µM] | 5% | 2%
59 | COc1cc(C2NC(C(=O)O)Cc3c2[nH]c2ccccc32)cc(OC)c1OC (centres undefined) | . | . | -1%[9.22 µM] | 10%[9.22 µM]
60 | COCCCNC(=O)C1CCCCN1S(=O)(=O)c1ccc(F)cc1 (centres undefined) | 0.5% | 7% | -1% | 2%
61 | COc1ccc(CCC(=O)NCCc2csc(-c3cccc(F)c3)n2)cc1 | ? | -16%[10.9 µM] | -20% | 0%
62 | Oc1cccc(Nc2cc(-c3ccccc3)ncn2)c1 | ? | -8%[10.9 µM] | -29% | -17%
63 | Cn1c(=O)oc2cc(S(=O)(=O)N3CCCC(C(=O)Nc4ccc(Br)cc4F)C3)ccc21 (centres undefined) | 0.5% | -9%[10.9 µM] | -21% | -13%
64 | O=C(CN1CCN(C(=O)c2cccc(F)c2)CC1)NC1CCCCC1 | 2.2% | -6% | 9% | 7%

The listing continues:
# | smiles | IkB sig inh | Peg3 imprint | p53ts 39C kill | p53ts 32C kill
65 | CS(=O)(=O)N(CC(=O)Nc1ccc2c(c1)OCO2)Cc1ccccc1 | 2.4% | -8% | 3% | 1%
66 | COc1ccc(-c2c(C)nn3c(N4CCC(C(=O)NCCN(C)C)CC4)cc(C)nc23)cc1OC | -1.4% | -2% | -5% | -10%
67 | Cc1ccc(SC/C(O)=C(\C#N)c2nc3ccccc3s2)cc1 | ? | -29% | 4% | ?
68 | O=C(CSC1=Nc2ccccc2N=C(c2ccc(F)cc2)C1)Nc1ccccc1 | 12% | -11%[10.9 µM] | 11% | 11%

Entries from the list above with an NH in an aromatic ring (6):
# | smiles | IkB sig inh | Peg3 imprint | p53ts 39C kill | p53ts 32C kill
8 | COc1cccc(NS(=O)(=O)c2ccc3[nH]cc(C(=O)NCCCOC(C)C)c(=O)c3c2)c1 | 0.3% | -16% | -12% | -20%
32 | Cc1nc(=S)n(-c2ccccc2)[nH]1 | 11% | . | 4% | -13%
47 | C[C@H](C(=O)O)c1n[nH]c(=O)c2ccccc12 | 0.6% | -4% | 8% | 6%
50 | c1ccc2c(Cn3ccnc3)c[nH]c2c1 | 1.5% | -2% | -5% | 2%
55 | N#CCCCSc1ncccc1-c1nc2ccccc2[nH]1 | ? | -29% | 6% | -1%
59 | COc1cc(C2NC(C(=O)O)Cc3c2[nH]c2ccccc32)cc(OC)c1OC (centres undefined) | . | . | -1%[9.22 µM] | 10%[9.22 µM]
